# Assay outcomes from PubChem.
# BioA inh: BioA (M. tuberculosis) enzyme inhibition | purified M. tuberculosis BioA enzyme, plate reader | AID 602481 | actives 0.096% (n = 360,000) | inhibition, % at 9.99 µM; in the data active means inhibition above about 40%
# * hit, by the source's call.
SMILES,BioA inh
O=S(=O)(N[C@H]1CC[C@@H](CCNS(=O)(=O)c2ccccc2Cl)O[C@@H]1CO)c1ccccc1,0.8
C[C@@H]1CN([C@@H](C)CO)C(=O)Cc2cc(NC(=O)Nc3ccccc3)ccc2O[C@H]1CN(C)Cc1ccccc1,-2.0
C[C@H]1CCCCO[C@H](CN(C)Cc2ccc3c(c2)OCO3)[C@@H](C)CN([C@@H](C)CO)C(=O)c2cc(NC(=O)Nc3ccc4c(c3)OCO4)ccc2O1,2.0
CN1CCN(C(=O)C[C@@H]2C[C@@H]3c4cc(NC(=O)Cc5ccncc5)ccc4O[C@@H]3[C@H](CO)O2)CC1,-0.4
CC(C)CC#Cc1cnc2c(c1)C(=O)N([C@@H](C)CO)C[C@@H](C)[C@H](CN(C)C(=O)c1ccccc1F)O2,0.8
CCCNC(=O)C[C@@H]1CC[C@H]2[C@@H](COc3ccc(NC(=O)Nc4c(C)noc4C)cc3C(=O)N2C)O1,-1.6
COc1ccc(NC(=O)Nc2ccc3c(c2)[C@H]2C[C@@H](CC(=O)N4CCOCC4)O[C@@H](CO)[C@H]2O3)cc1,0.1
CS(=O)(=O)Nc1ccc2c(c1)[C@@H]1C[C@@H](CC(=O)NCc3ccncc3)O[C@H](CO)[C@@H]1O2,-0.1
C/C=C/c1cnc2c(c1)C(=O)N([C@@H](C)CO)C[C@H](C)[C@H](CN(C)C(=O)c1cccnc1)O2,-3.5
Cc1cc(C)cc(N2C(=O)CS(=O)(=O)C2c2ccccc2)c1 (configuration not stated),0.0
O=C(O)C[C@@H]1C=C[C@@H](NC(=O)Nc2cc(F)ccc2F)[C@H](CO)O1,0.3
Cc1noc(C)c1S(=O)(=O)Nc1ccc2c(c1)C(=O)N([C@@H](C)CO)C[C@H](C)[C@@H](CN(C)C(=O)CCCN(C)C)OCCCC[C@H](C)O2,0.8
CS(=O)(=O)Nc1ccc2c(c1)[C@H]1C[C@@H](CC(=O)NCc3cc(F)ccc3F)O[C@H](CO)[C@H]1O2,1.4
C[C@H](CO)N1C[C@H](C)[C@H](CN(C)S(C)(=O)=O)Oc2c(NS(=O)(=O)c3ccc(F)cc3)cccc2C1=O,-2.0
Cc1ccc(S(=O)(=O)N(C)C[C@@H]2OCCCC[C@H](C)Oc3ccc(NS(=O)(=O)c4cccs4)cc3C(=O)N([C@H](C)CO)C[C@H]2C)cc1,-4.0
CC(=O)N(C)C[C@H]1OCc2ccccc2-c2ccccc2C(=O)N([C@@H](C)CO)C[C@@H]1C,-3.5
Cc1noc(C)c1NC(=O)N[C@H]1CC[C@H](CCNC(=O)C2CCOCC2)O[C@@H]1CO,0.9
C[C@@H]1CN([C@@H](C)CO)C(=O)c2cccc(NC(=O)C3CC3)c2O[C@@H]1CN(C)S(=O)(=O)c1ccc(F)cc1,1.2
COc1ccccc1-c1ccc2c(c1)O[C@@H](CN(C)S(=O)(=O)c1ccc(C)cc1)[C@H](C)CN([C@H](C)CO)S2(=O)=O,-2.9
C[C@H]1CN([C@@H](C)CO)C(=O)Cc2cc(NC(=O)NC3CCCCC3)ccc2O[C@@H]1CN(C)CC1CC1,-0.4
COc1ccc(NC(=O)N(C)C[C@H]2Oc3ncc(C#CCC(C)C)cc3C(=O)N([C@@H](C)CO)C[C@@H]2C)cc1,-1.8
O=C(Nc1cc(F)ccc1F)N1CCCCN2[C@H](CO)[C@@H](c3ccc(-c4cccnc4)cc3)[C@@H]2C1,6.0
COCCNC(=O)C[C@H]1CC[C@H](NC(=O)NC2CCCC2)[C@@H](CO)O1,-1.3
O=C(C[C@@H]1CC[C@H]2[C@@H](COC[C@H](O)CN2C(=O)c2ccccc2F)O1)NCc1ccc(Cl)cc1,-1.4
COc1ccc(-c2ccc([C@@H]3[C@H](CO)N4CCCCN(C(=O)c5ccc6c(c5)OCO6)C[C@@H]34)cc2)cc1,3.3

# 3 entries picked at random from the list so far:
SMILES,BioA inh
O=C(O)C[C@@H]1C=C[C@@H](NC(=O)Nc2cc(F)ccc2F)[C@H](CO)O1,0.3
CCCNC(=O)C[C@@H]1CC[C@H]2[C@@H](COc3ccc(NC(=O)Nc4c(C)noc4C)cc3C(=O)N2C)O1,-1.6
CN1CCN(C(=O)C[C@@H]2C[C@@H]3c4cc(NC(=O)Cc5ccncc5)ccc4O[C@@H]3[C@H](CO)O2)CC1,-0.4

# The listing picks up, starting 3 compounds before the break.
SMILES,BioA inh
COCCNC(=O)C[C@H]1CC[C@H](NC(=O)NC2CCCC2)[C@@H](CO)O1,-1.3
O=C(C[C@@H]1CC[C@H]2[C@@H](COC[C@H](O)CN2C(=O)c2ccccc2F)O1)NCc1ccc(Cl)cc1,-1.4
COc1ccc(-c2ccc([C@@H]3[C@H](CO)N4CCCCN(C(=O)c5ccc6c(c5)OCO6)C[C@@H]34)cc2)cc1,3.3
Cc1ccc(-c2ccc([C@@H]3[C@@H](CO)N4CCCCN(C(=O)c5ccc(F)cc5)C[C@@H]34)cc2)cc1,1.9
COc1ccc(CN2C[C@H](O)COC[C@@H]3O[C@@H](CC(=O)NCc4ccccc4Cl)CC[C@H]32)cc1,-1.5
CC(C)NC(=O)N(C)C[C@@H]1Oc2c(NC(=O)C3CCCCC3)cccc2C(=O)N([C@H](C)CO)C[C@@H]1C,-2.4
C[C@@H](NC(=O)[C@@H]1[C@@H](CO)[C@@H]2Cn3c(ccc(-c4ccccc4F)c3=O)[C@H]1N2)c1ccccc1,-0.5
CNC(=O)C[C@H]1CC[C@H]2[C@H](COc3ccc(NS(=O)(=O)c4cccc(F)c4)cc3C(=O)N2C)O1,-0.7
COCC(=O)Nc1ccc2c(c1)C(=O)N(C)C[C@H](OC)[C@H](C)CN(C(C)=O)[C@@H](C)CO2,1.0
C[C@@H]1CCCCO[C@@H](CN(C)Cc2ccc3c(c2)OCO3)[C@H](C)CN([C@@H](C)CO)C(=O)c2cc(NS(=O)(=O)c3ccccc3)ccc2O1,0.2
C[C@@H]1CN([C@@H](C)CO)C(=O)c2cc(NS(=O)(=O)c3ccccc3)ccc2O[C@@H](C)CCCCO[C@@H]1CN(C)S(=O)(=O)c1ccccc1,-4.0
CO[C@@H]1CN(C)C(=O)c2cc(NC(=O)C3CC3)ccc2OC[C@@H](C)N(Cc2ccncc2)C[C@@H]1C,5.9
C[C@@H]1CN([C@@H](C)CO)C(=O)c2cc(NC(=O)CCN3CCOCC3)ccc2O[C@H]1CN(C)Cc1ccccc1,1.9
CNC[C@H]1Oc2c(NC(=O)NC3CCCCC3)cccc2C(=O)N([C@H](C)CO)C[C@@H]1C,0.4
Cc1noc(C)c1S(=O)(=O)N(C)C[C@H]1Oc2ccc(NC(=O)Cc3ccccc3)cc2CC(=O)N([C@@H](C)CO)C[C@H]1C,0.5
C[C@H]1CN([C@@H](C)CO)C(=O)c2cc(-c3cccc(F)c3)cnc2O[C@@H]1CN(C)Cc1ccncc1,-0.4
CC(=O)N(C)C[C@@H]1Oc2cc(C#CC3CCCCC3)ccc2S(=O)(=O)N([C@@H](C)CO)C[C@@H]1C,0.0
COCC#Cc1ccc([C@H]2[C@@H](C#N)N(C(=O)Cc3ccccc3)[C@@H]2CO)cc1,1.0
N#Cc1cccc(-c2ccc([C@H]3[C@@H](CO)N4CCCCN(C(=O)Cc5ccccc5)C[C@H]34)cc2)c1,1.7
C[C@@H]1CN([C@H](C)CO)C(=O)c2cc(NC(=O)C3CC3)ccc2O[C@@H]1CN(C)C(=O)Nc1ccc2c(c1)OCO2,0.0
CO[C@@H]1CN(C)C(=O)c2cc(NC(=O)C3CCC3)ccc2OC[C@H](C)N(C(=O)NC(C)C)C[C@@H]1C,-3.1
O=C(Nc1cccc(Cl)c1)N[C@H]1CC[C@@H](CCNC(=O)C2CCOCC2)O[C@@H]1CO,-1.6
CN(C)CCCCNC(=O)[C@@H]1C[C@@H]2C(=O)NCC(=O)N2[C@@H]1c1ccc(O)cc1,0.8
Cc1ccc(S(=O)(=O)NCC[C@@H]2CC[C@@H](NC(=O)NC(C)C)[C@@H](CO)O2)cc1,0.6
C[C@@H]1CN([C@@H](C)CO)C(=O)Cc2cc(NC(=O)c3ccncc3)ccc2O[C@H]1CN(C)S(C)(=O)=O,-0.8
Cc1ccc(S(=O)(=O)Nc2ccc3c(c2)C(=O)N([C@@H](C)CO)C[C@H](C)[C@H](CN(C)Cc2ccc4c(c2)OCO4)OCCCC[C@H](C)O3)cc1,-1.5
C[C@H](O)C#Cc1ccc([C@H]2[C@H](CO)N3CCCCN(C(=O)Nc4ccccc4)C[C@@H]23)cc1,-3.1
CC=Cc1ccc2n(c1=O)C[C@@H]1[C@@H](CO)[C@H](C(=O)NCC3CC3)N(Cc3ccccc3)[C@H]21 (mixture of isomers),4.8

# Exported bar-delimited: part of the list above
molecule | BioA inh
C[C@@H]1CN([C@@H](C)CO)C(=O)c2cc(NC(=O)CCN3CCOCC3)ccc2O[C@H]1CN(C)Cc1ccccc1 | 1.9
COCC(=O)Nc1ccc2c(c1)C(=O)N(C)C[C@H](OC)[C@H](C)CN(C(C)=O)[C@@H](C)CO2 | 1.0
O=C(Nc1cccc(Cl)c1)N[C@H]1CC[C@@H](CCNC(=O)C2CCOCC2)O[C@@H]1CO | -1.6
CO[C@@H]1CN(C)C(=O)c2cc(NC(=O)C3CCC3)ccc2OC[C@H](C)N(C(=O)NC(C)C)C[C@@H]1C | -3.1
COCC#Cc1ccc([C@H]2[C@@H](C#N)N(C(=O)Cc3ccccc3)[C@@H]2CO)cc1 | 1.0

# Additional results
SMILES,BioA inh
CCS(=O)(=O)Nc1ccc2c(c1)C(=O)N(C)C[C@H](OC)[C@H](C)CN(C(=O)CN(C)C)[C@H](C)CO2,-1.1
C[C@H](CO)N1C[C@H](C)[C@H](CN(C)Cc2ccncc2)Oc2ncc(C3=CCCCC3)cc2C1=O,-0.5
C[C@@H]1CCCCO[C@H](CN(C)S(=O)(=O)c2ccc(Cl)cc2)[C@H](C)CN([C@H](C)CO)C(=O)c2cc(NS(=O)(=O)c3ccccc3)ccc2O1,-5.9
O=C(C[C@@H]1C[C@H]2c3cc(NC(=O)C4CCC4)ccc3O[C@H]2[C@H](CO)O1)NCc1ccc(-c2ccccc2)cc1,14
C[C@H](NC(=O)C[C@H]1CC[C@H]2[C@@H](COC[C@@H](O)CN2C)O1)c1ccccc1,-0.8
CO[C@@H]1CN(C)C(=O)c2ccc(NC(C)=O)cc2OC[C@H](C)N(C(=O)C2CC2)C[C@@H]1C,-0.7
CN(C)C(=O)c1ccc(-c2ccc([C@H]3[C@@H](CO)N4CCCCN(Cc5cccnc5)C[C@H]34)cc2)cc1,0.6
CC(=O)N1[C@@H]2Cn3c(ccc(-c4cccnc4)c3=O)[C@H]1[C@@H](C(=O)NC1Cc3ccccc3C1)[C@@H]2CO,-0.2
Cc1ccc(S(=O)(=O)Nc2ccc3c(c2)CC(=O)N([C@@H](C)CO)C[C@H](C)[C@H](CN(C)C(=O)Nc2ccc4c(c2)OCO4)O3)cc1,2.2
Cc1ccc(S(=O)(=O)N(C)C[C@H]2Oc3ccc(NC(=O)NC4CCCCC4)cc3C(=O)N([C@@H](C)CO)C[C@H]2C)cc1,0.5
O=C(N[C@@H]1CC[C@H](CCn2cc(C3(O)CCCC3)nn2)O[C@H]1CO)C1CCOCC1,0.2
Cc1ccccc1S(=O)(=O)N1CC[C@@H]2[C@@H](CO)Nc3ccc(-c4cccc(C#N)c4)cc3[C@@H]21,-1.8
COc1ccc(S(=O)(=O)Nc2ccc3c(c2)C(=O)N([C@H](C)CO)C[C@@H](C)[C@@H](CN(C)Cc2ccc(-c4ccccc4)cc2)O3)cc1,-2.4
Cc1ccc(S(=O)(=O)Nc2ccc3c(c2)C(=O)N([C@@H](C)CO)C[C@H](C)[C@@H](CN(C)C(=O)c2ccncc2)OCCCC[C@@H](C)O3)cc1,-0.6
O=C(c1cccc(F)c1)N1CCCCN2[C@H](CO)[C@@H](c3ccc(-c4ccncc4)cc3)[C@H]2C1,1.5
COc1ccc(S(=O)(=O)N(C)C[C@@H]2Oc3ccc(NC(=O)Cn4cnnn4)cc3C(=O)N([C@@H](C)CO)C[C@@H]2C)cc1,-1.1
Cc1noc(C)c1S(=O)(=O)Nc1ccc2c(c1)CC(=O)N([C@H](C)CO)C[C@H](C)[C@H](CN(C)Cc1ccccc1)O2,1.3
COc1ccc(S(=O)(=O)N(C)C[C@H]2OCCCC[C@@H](C)Oc3ccc(NS(=O)(=O)c4cccs4)cc3C(=O)N([C@H](C)CO)C[C@@H]2C)cc1,0.4
C[C@H](CO)N1C[C@H](C)[C@H](CN(C)C(=O)NC2CCCCC2)OCCCC[C@H](C)Oc2ccc(NC(=O)c3ccccc3)cc2C1=O,-3.0
C[C@H]1CN([C@@H](C)CO)C(=O)c2cc(NC(=O)CCN3CCOCC3)ccc2O[C@@H]1CN(C)C(=O)Nc1ccc(F)cc1,-1.0
O=C(Nc1ccccc1Cl)N1C[C@H]2[C@@H](c3ccccc31)[C@H](CO)N2Cc1ccccc1,0.2
C=CCNC(=O)[C@H]1[C@@H]2C(=O)O[C@@H](c3ccccc3)[C@@H](c3ccccc3)N2[C@@H](c2ccc(OCCO)cc2)[C@]12C(=O)Nc1ccccc12,-0.6
C[C@H](CO)N1C[C@H](C)[C@@H](CN(C)S(=O)(=O)c2ccc(F)cc2)OCCCC[C@H](C)Oc2ccc(NC(=O)Cc3ccccc3)cc2C1=O,-1.7
CC(C)C#Cc1ccc2c(c1)O[C@@H](CN(C)S(=O)(=O)c1cn(C)cn1)[C@H](C)CN([C@@H](C)CO)S2(=O)=O,1.7
C[C@H]1CCCCO[C@H](CN(C)C(=O)CCC(F)(F)F)[C@@H](C)CN([C@@H](C)CO)C(=O)c2cc(NC(=O)C3CCCCC3)ccc2O1,-0.2
C[C@@H]1CN([C@@H](C)CO)C(=O)c2cc(Br)cnc2O[C@H]1CN(C)Cc1ccncc1,2.1
C[C@@H]1CN([C@@H](C)CO)C(=O)c2cc(NC(=O)CCC(F)(F)F)ccc2O[C@@H]1CN(C)Cc1ccc(C(F)(F)F)cc1,1.9
C[C@H](CO)N1C[C@H](C)[C@H](CN(C)C(=O)Nc2cccc3ccccc23)OCCCC[C@H](C)Oc2ccc(NC(=O)NC3CCCCC3)cc2C1=O,-1.2
CCCNC(=O)N1C[C@H](O)COC[C@H]2O[C@H](CC(=O)N3CCCCC3)CC[C@@H]21,-1.9
COc1ccc(NC(=O)N[C@H]2CC[C@@H](CCn3cc(-c4ccc(F)cc4)nn3)O[C@@H]2CO)cc1,-4.1

# The list is partial; the hit share may differ from the screen's.
